Assay outcomes from PubChem.
esBAF inh = Bmi1 luciferase reporter increase in mESCs, primary screen, esBAF inhibitor project, mouse ES cells, Bmi1 luciferase knock-in, single point; 350,000 compounds, 2% hits; AID 602393, 2012; reporter increase, % at 12.5 µM; 24 h; 100% = twice the neutral-well signal; in the data active = activation above about 40%; inconclusive = no clear call, values can overlap the other calls;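 also: 0% = median of the plate's neutral control wells and 100% = double that signal; a rise in the Bmi1 reporter signal indicates esBAF inhibition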
RAD54 inh = inhibitors of human RAD54 branch migration, primary screen, biochemical, fluorescence, single point; RAD54 Holliday junction branch migration, FAM/BHQ fluorescence; inhibition, % at 10.4 µM; 360,000 compounds, 0.14% hits; AID 602329, 2012;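 active = mean normalized replicate activity at least 40 and at least half of replicates scoring 40 or more; inconclusive = only one of the two criteria met; inactive = mean below 40 and under half of replicates reaching 40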;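 also: 0% = median of neutral control wells and 100% = median of positive control wells; inhibitors cause a drop in the FAM fluorescence signal; in these data hits start at about 50%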
Target sequence (Q92698 whole entry, looked up): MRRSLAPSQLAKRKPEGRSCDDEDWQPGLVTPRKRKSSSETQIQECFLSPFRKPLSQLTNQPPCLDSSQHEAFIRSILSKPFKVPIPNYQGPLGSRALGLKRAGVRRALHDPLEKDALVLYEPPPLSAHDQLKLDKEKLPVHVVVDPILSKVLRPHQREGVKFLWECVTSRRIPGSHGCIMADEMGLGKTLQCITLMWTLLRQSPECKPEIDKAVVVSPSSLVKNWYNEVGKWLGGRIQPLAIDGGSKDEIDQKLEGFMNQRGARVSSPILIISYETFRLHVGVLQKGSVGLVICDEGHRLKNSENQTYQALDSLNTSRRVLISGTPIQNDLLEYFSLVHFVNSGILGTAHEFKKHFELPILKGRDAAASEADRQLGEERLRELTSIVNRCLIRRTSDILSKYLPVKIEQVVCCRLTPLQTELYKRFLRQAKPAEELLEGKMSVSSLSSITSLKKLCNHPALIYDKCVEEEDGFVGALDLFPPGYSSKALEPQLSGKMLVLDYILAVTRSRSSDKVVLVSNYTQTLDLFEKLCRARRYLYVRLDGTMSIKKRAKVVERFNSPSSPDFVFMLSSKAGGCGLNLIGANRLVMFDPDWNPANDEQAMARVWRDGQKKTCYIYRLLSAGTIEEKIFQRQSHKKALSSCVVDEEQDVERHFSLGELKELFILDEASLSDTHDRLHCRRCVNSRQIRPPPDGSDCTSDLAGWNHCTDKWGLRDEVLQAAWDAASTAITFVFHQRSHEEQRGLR
ARNT TACC3 PPI = disruptors of ARNT/TACC3 protein interaction, primary screen, biochemical, AlphaScreen, single concentration; Transforming acidic coiled-coil-containing protein 3 (Homo sapiens), Q9Y6A5; AlphaScreen His-ARNT PAS-B/GST-TACC3 binding, luminescence; TACC3 fragment carries E629A point mutation; inhibition, % at 9.99 µM; 390,000 compounds, 0.66% hits; AID 623870, 2012;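 active = mean inhibition of replicates at least 50% and at least half of replicates each reaching 50%; inconclusive = half or more replicates reach 50% but mean below 50%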;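 also: 0% = complete ARNT plus TACC3 wells and 100% = ARNT alone without TACC3; many hits fall short of the cut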
ERp5 block = inhibitors of ERp5-driven insulin aggregation, primary screen, biochemical, turbidity, absorbance 650 nm, single point; 90 min; Protein disulfide-isomerase A6 (Homo sapiens), Q15084; 350,000 compounds, 0.05% hits; AID 651711, 2012; inhibition, % at 9.99 µM;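 active = mean replicate inhibition above about 25%, with every replicate also reaching it, limit read from the data, passing the limit was not always enough; inconclusive = only one of those two criteria met; inactive = neither criterion met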
PglD DTNB = C. jejuni PglD acetyltransferase inhibitors, primary screen, biochemical, DTNB colorimetric, single point. inhibition, % at 12.5 µM. UDP-N-acetylbacillosamine N-acetyltransferase PglD (Campylobacter jejuni). purified PglD enzyme, DTNB colorimetric CoA detection. 360,000 compounds, 0.098% hits; in the data active = inhibition above about 16%, passing the limit was not always enough; inconclusive = no clear call, values can overlap the other calls; also: strong numbers were not always called active
RAD52 inh = RAD52 DNA annealing inhibitors, primary screen, biochemical, FRET, single point, set 2; recombinant RAD52 DNA annealing, FRET fluorescence; 360,000 compounds, 0.46% hits; DNA repair protein RAD52 homolog (Homo sapiens), P43351; inhibition, % at 18.7 µM;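 active = every replicate showing at least 50% inhibition; inconclusive = mean inhibition at least 50% but not in every replicate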
E-selectin induc = E-selectin induction in HUVECs, primary screen, imaging, HUVEC, immunofluorescence imaging, single point. normalized: neutral wells 0, TNF-alpha wells 100. activation, % at 7.58 µM. 260,000 compounds, 0.37% hits;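 active = mean E-selectin-positive cell signal at least 10% of the positive control, reached in at least 60% of replicates, without over 20% cell loss; inconclusive = no rule given, readout overlaps actives, possibly toxicity-flagged; inactive = the rest, including those meeting only one limit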;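 also: in these data hits start at about 27%; measured in HUVEC primary endothelial cells; signal is the percent of cells scored E-selectin positive by PE staining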
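Test system – human umbilical vein endothelial cells (HUVEC), E-selectin induction · Input – 3,000 HUVEC seeded per well · Buffer or medium – EGM-2, gelatin · Compound dosing – single-point compound dose · Detection – immunofluorescence imaging · Measure – percent E-selectin-positive cells · Controls – TNF-alpha high, DMSO low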
Casp6 inh = human caspase-6 inhibitors, primary screen, biochemical, VEID-R110 fluorescence, single point, set 2 | P55212 | AID 686996, 2013 | purified caspase-6, Z-VEID-R110 cleavage fluorescence | 350,000 compounds, 0.53% hits | inhibition, % at 12.5 µM;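 active = mean inhibition across replicates at least about 35%, with every replicate also reaching that limit, limit read from the data; inconclusive = only one of the two criteria met; inactive = neither criterion met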;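 also: 0% = median of neutral control wells and 100% = no fluorescence left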
Target sequence (P55212 24-179 limits assumed): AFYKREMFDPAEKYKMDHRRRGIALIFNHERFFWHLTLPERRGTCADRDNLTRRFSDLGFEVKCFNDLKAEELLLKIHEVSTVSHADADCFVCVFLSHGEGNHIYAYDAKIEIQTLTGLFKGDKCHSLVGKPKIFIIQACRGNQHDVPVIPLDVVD
Target sequence (P55212 194-293 limits assumed): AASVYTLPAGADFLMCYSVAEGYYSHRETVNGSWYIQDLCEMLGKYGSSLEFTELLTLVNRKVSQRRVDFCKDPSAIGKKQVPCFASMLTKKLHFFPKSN
Starred values were filed as active, the others as inactive; ? = inconclusive; . = no result given.

SMILES | esBAF inh | RAD54 inh | ARNT TACC3 PPI | ERp5 block | PglD DTNB | RAD52 inh | E-selectin induc | Casp6 inh
CCOC(=O)c1ccc(N(C(=O)c2cnccn2)C(C(=O)NC2CCCCC2)c2cn(C)nc2C)cc1 (centres undefined) | 6 | 1 | -8 | . | -3 | . | . | .
C[C@H](CO)N1C[C@H](C)[C@H](CN(C)C(=O)Cc2ccccc2)OCCCC[C@H](C)Oc2ccc(NS(=O)(=O)c3ccccc3)cc2C1=O | 15 | 6 | -15 | 1 | -2 | 2 | 0.0 | 0
CC(=O)N1CCc2cc(S(=O)(=O)CCC(=O)NCCc3ccc(C)cc3)ccc21 | 4 | -11 | -1 | -22 | -8 | -3 | . | 11
COc1ccccc1-n1c(C)cc(C=O)c1C | 5 | -6 | 3 | . | -5 | . | . | .
COc1ccc(C(=O)Nc2nnc(S(=O)(=O)N3CCCCCC3)s2)cc1OC | 0 | 0 | 24 | 1 | -3 | -12 | 1.0 | 0
O=C1CC(Sc2ncccc2C(=O)O)C(=O)N1 (centres undefined) | -5 | -3 | 15 | 3 | 3 | -2 | 1.2 | 2
COc1ccc(NC(=O)c2cc(-c3ccco3)on2)c(OC)c1 | 8 | 0 | -3 | -1 | -1 | -7 | 11 | 0
COc1cccc(C#Cc2ccc3c(c2)O[C@H](CN(C)C(C)=O)[C@H](C)CN([C@H](C)CO)S3(=O)=O)c1 | 2 | -1 | -4 | -2 | -1 | -1 | 0.4 | -1
COc1cc(CNC(C)C23CC4CC(CC(C4)C2)C3)cc(OC)c1OC (centres undefined) | -6 | 3 | -2 | 4 | 0 | -1 | 2.4 | -1
CC(C(=O)Nc1ccccc1)c1ccc(-c2ccccc2)c(F)c1 (centres undefined) | -17 | 8 | -8 | . | -15 | . | . | .
O=C(Nc1ccnn1C1CCN(Cc2ccccc2F)CC1)C1CCCC1 | . | -2 | 5 | -1 | -1 | -2 | 0.0 | -6
O=C(N/N=C1\CCc2ccccc21)c1ccc(O)cc1 | 18 | 4 | 4 | -1 | -1 | -6 | 0.0 | 3
C[C@@H]1CN([C@@H](C)CO)S(=O)(=O)c2ccc(C#CC3CC3)cc2O[C@@H]1CN(C)Cc1ccccn1 | 0 | -1 | 6 | 7 | -2 | -9 | -0.4 | 1
O=C(NCc1ccccc1)c1ccc(NC(=O)C2CCCC2)cc1 | -2 | -2 | -2 | 2 | -3 | -13 | 0.3 | -1
CCc1ccccc1Nc1nc(N)nc(COC(=O)C2CCN(C(=O)c3ccc(F)cc3)CC2)n1 | 2 | 5 | 8 | -3 | 4 | -3 | -0.2 | 1
Cc1ccc(N2C(=O)N(CC(=O)N3CCCc4ccccc43)C(=O)C2C)cc1 (centres undefined) | 1 | 0 | -8 | -3 | -3 | 0 | . | 0
O=C(c1cccs1)N1CCCC(N2CCN(c3ccc(F)cc3)CC2)C1 (centres undefined) | 5 | 2 | -8 | 3 | 6 | -2 | ? | -2
Cn1c(Cl)c(/C=N/OC(=O)C(C)(C)C)c2ccccc21 | . | . | -6 | 3 | . | -31 | 0.2 | 6
CCOc1ccc(NC(=O)Nc2nc3ccc(S(C)(=O)=O)cc3s2)cc1 | -8 | 11 | -28 | 0 | 9 | -6 | . | -2
COCC#Cc1ccc([C@@H]2[C@@H](CO)N3C(=O)CN(C(=O)c4ccncc4)C[C@H]23)cc1 | . | . | . | 18 | . | -3 | 0.4 | 2
CCC(=O)n1nc(-c2ccco2)nc1SCc1ccccc1 | 30 | 4 | -5 | . | 2 | . | . | .
NC(=O)CN1C(=O)C(=O)N(Cc2cccc(C(F)(F)F)c2)C1=O | -6 | 1 | 6 | -2 | -5 | -8 | 0.0 | 1
Cc1ccccc1-c1cc2nc(Oc3ccc4c(c3)OCO4)n(C)c(=O)c2s1 | -3 | 1 | . | 0 | 0 | 3 | 8.8 | -1
CC(NC(=O)NCCCn1ccnc1)(C(F)(F)F)C(F)(F)F | -10 | -8 | 6 | . | 4 | . | . | .
CC(C)(C)n1nnnc1CN1CCN(C2CCCC2)CC1 | -2 | -1 | -6 | . | 2 | . | . | .
Cc1ccc(C(=O)Nc2cc(=O)n(C)c(=O)n2C)cc1C | -7 | 2 | -5 | -2 | -4 | -9 | 0.0 | 1
CNC[C@@H]1Oc2ccc(NS(C)(=O)=O)cc2CC(=O)N([C@@H](C)CO)C[C@H]1C | -6 | -2 | -2 | -3 | -2 | 2 | -2.4 | 0
CN(Cc1nc(Cc2cccc(F)c2)no1)CC1COCCO1 (centres undefined) | -15 | . | -3 | 2 | . | -11 | . | -2
Cc1cc2nc(C3CCCCC3)c(Cc3ccsc3)n2c(C)c1Br | . | . | . | 3 | . | -14 | 0.0 | 0
Cn1c(C(=O)N2CCN(Cc3ccc4c(c3)OCO4)CC2)cc2c(=O)n(C)c3ccccc3c21 | 7 | 12 | 24 | 5 | 0 | -8 | -0.2 | 4
O=C(CCN1C(=O)c2ccccc2C1=O)Nc1ccc(F)cc1 | -6 | -7 | 6 | . | -1 | . | . | .
Cc1ccc(NC(=S)N(C)C)cc1C | . | 2 | -14 | -8 | 4 | -48 | . | -2
O=C(CC(O)(CC(=O)OCc1ccccc1)C(=O)OCc1ccccc1)OCc1ccccc1 | 1 | -10 | -6 | 1 | 10 | -6 | 0.2 | 2
CC(=O)c1cn(-c2ccc(Cl)cc2)c(=O)[nH]c1=O | 5 | 4 | 33 | 2 | 3 | -5 | 0.0 | 0
COc1ccc(CN2CCC(C(=O)c3ccc(Cl)cc3)CC2)cc1 | -6 | -25 | 4 | 1 | 2 | -20 | . | -3
CN(C)c1ccnc(NCc2ccccc2)c1C#N | 3 | 3 | -4 | -4 | 1 | -12 | . | 0
O=C(CN1CCCCCCC1)N/N=C/c1ccc(F)c(F)c1 | . | . | 55* | -1 | . | -6 | 0.4 | -39
CN1C(=O)c2cc(NC(=O)C3CCCCC3)ccc2OC[C@H]2O[C@@H](CC(=O)NCc3ccccc3F)CC[C@@H]21 | 0 | 1 | -7 | 2 | -2 | 12 | 0.0 | 1
C[C@@H]1CN([C@H](C)CO)C(=O)c2cc(-c3ccccc3)cnc2O[C@H]1CN(C)C(=O)NC1CCCC1 | -1 | -1 | -10 | 4 | -1 | -6 | -0.1 | 1
CCCOc1cccc(C(=O)Nc2cccc3ncccc23)c1 | 9 | 6 | 13 | -1 | 2 | 5 | -0.2 | -1
Cn1c(=O)c(C(=O)NCCc2ccc(Cl)cc2)c(O)c2ccccc21 | 7 | -10 | -5 | 4 | -2 | -7 | . | 1
O=C1CCC2c3[nH]c4ccccc4c3CCN12 (centres undefined) | -2 | 11 | . | -4 | 5 | -21 | 0.3 | 0
CC(C)NC(=O)C1CCN(C2CCN(C(=O)C3=CCCC3)CC2)CC1 | . | . | 1 | 0 | . | -11 | 19 | -4
COC(=O)[C@@]12C[C@@H](CC(=O)NCc3cccs3)C(=O)N(Cc3cccc4ccccc34)C1=CCC(C)(C)C2 | . | . | . | -5 | . | -3 | 0.3 | -3
COC(=O)Nc1sc2c(c1C(=O)NCc1ccco1)CCCC2 | 4 | 2 | 2 | . | -4 | . | . | .
Cc1ccc(S(=O)(=O)N(C)CC(=O)N2CCN(Cc3ccc4c(c3)OCO4)CC2)cc1 | 6 | -8 | -4 | 3 | 6 | -6 | . | 8
C[C@H]1CN([C@@H](C)CO)C(=O)c2cc(NC(=O)Nc3ccc4c(c3)OCO4)ccc2O[C@@H]1CN(C)C(=O)Nc1ccc(C(F)(F)F)cc1 | 37 | -2 | 2 | 17 | 1 | 18 | 3.5 | 2
C[C@H](CO)N1C[C@H](C)[C@@H](CN(C)C(=O)Cc2ccccc2)OCCCC[C@H](C)Oc2ccc(NS(=O)(=O)c3cn(C)cn3)cc2C1=O | 4 | -12 | 1 | 0 | -4 | 3 | -0.2 | 0
Nc1ccc(Cc2ccc([N+](=O)[O-])cc2)cc1 | -4 | 0 | 7 | 3 | -5 | -10 | 0.0 | -3
O=S(Cc1ccc(Cl)cc1)CC(O)(c1ccccc1)c1ccccc1 (centres undefined) | 4 | 2 | 0 | . | -3 | . | . | .
CC(C)(C)OC(=O)NCc1ccc(NC(=O)c2nc[nH]c2C(=O)NCCCNC(=O)c2[nH]cnc2C(=O)Nc2ccc(CNC(=O)OC(C)(C)C)cc2)cc1 | 9 | -1 | -4 | . | -1 | . | . | .
C/C(=N\NC(=O)c1nnn(-c2nonc2N)c1-c1cccs1)c1ccc(O)cc1 | 1 | 6 | 15 | 3 | 1 | -4 | . | -2
NS(=O)(=O)c1ccc(NC(=S)NC(=O)c2ccc(Br)o2)cc1 | 2 | -1 | -8 | 3 | -4 | -25 | . | 1
COc1ccc(CCNc2nc3ccc(C)cc3n3cnnc23)cc1OC | 3 | 5 | -5 | 4 | -3 | 0 | 0.4 | 4
CCCCN(CC)CCCNC(=O)Cn1nc(Cc2ccncc2)c2ccccc2c1=O | -7 | 4 | 16 | . | 4 | . | . | .
C[C@@H]1CN([C@H](C)CO)C(=O)c2cccc(NC(=O)c3nc4ccccc4s3)c2O[C@H]1CN(C)CC1CC1 | 3 | 1 | 13 | 1 | 4 | 14 | 0.0 | 1
Cc1ccc2nsnc2c1S(=O)(=O)NCCc1c(C)[nH]c2ccc(F)cc12 | 2 | 6 | 0 | . | 4 | . | . | .

Taken from the listing, 6 compounds:
SMILES | esBAF inh | RAD54 inh | ARNT TACC3 PPI | ERp5 block | PglD DTNB | RAD52 inh | E-selectin induc | Casp6 inh
C/C(=N\NC(=O)c1nnn(-c2nonc2N)c1-c1cccs1)c1ccc(O)cc1 | 1 | 6 | 15 | 3 | 1 | -4 | . | -2
NS(=O)(=O)c1ccc(NC(=S)NC(=O)c2ccc(Br)o2)cc1 | 2 | -1 | -8 | 3 | -4 | -25 | . | 1
COc1ccc(CCNc2nc3ccc(C)cc3n3cnnc23)cc1OC | 3 | 5 | -5 | 4 | -3 | 0 | 0.4 | 4
CCCCN(CC)CCCNC(=O)Cn1nc(Cc2ccncc2)c2ccccc2c1=O | -7 | 4 | 16 | . | 4 | . | . | .
C[C@@H]1CN([C@H](C)CO)C(=O)c2cccc(NC(=O)c3nc4ccccc4s3)c2O[C@H]1CN(C)CC1CC1 | 3 | 1 | 13 | 1 | 4 | 14 | 0.0 | 1
Cc1ccc2nsnc2c1S(=O)(=O)NCCc1c(C)[nH]c2ccc(F)cc12 | 2 | 6 | 0 | . | 4 | . | . | .
